From PubChem BioAssay
OX1R antag-1 = human HCRTR1 antagonism | inhibition, % at 5 µM | O43613 | AID 434989 | CHO/OX1R cells, Fluo-8 calcium fluorescence, orexin A | 330,000 tested, 0.43% active;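 active means inhibition above its plate's threshold, mean inhibition of all tested compounds on the plate plus 3 SD, cut at about 37% in these data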;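 further: 0% = orexin A challenge wells and 100% = SB-334867-A antagonist wells; not every result past the cut was called active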
Target sequence (O43613 whole entry, looked up): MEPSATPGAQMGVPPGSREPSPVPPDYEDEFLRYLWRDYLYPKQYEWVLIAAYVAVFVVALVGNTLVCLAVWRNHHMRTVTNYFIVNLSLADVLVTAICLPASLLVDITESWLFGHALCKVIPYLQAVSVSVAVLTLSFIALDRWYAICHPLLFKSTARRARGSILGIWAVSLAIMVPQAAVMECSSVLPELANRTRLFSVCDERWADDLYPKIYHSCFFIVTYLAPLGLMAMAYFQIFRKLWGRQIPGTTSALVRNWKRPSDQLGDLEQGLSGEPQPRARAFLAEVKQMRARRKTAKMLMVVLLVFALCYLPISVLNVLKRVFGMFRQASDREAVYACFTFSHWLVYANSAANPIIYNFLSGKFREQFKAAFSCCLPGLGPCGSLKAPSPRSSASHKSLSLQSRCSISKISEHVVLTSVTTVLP
OX1R antag-2 = blocks the human orexin 1 receptor. O43613. OX1R-expressing cells, FRET antagonist read-out. inhibition, % at 6.6 µM. 330,000 tested, 1.8% active. AID 485270; in the data active means inhibition mostly above about 38%, no sharp cut-off; inactive means mostly below about 40%;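 further: 0% = agonist challenge alone and 100% = reference antagonist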
CHT allo act = allosterically activates the human high affinity choline transporter; AID 488977; CHT-expressing cells, membrane potential dye, choline EC20; stronger effect = higher value; LV-AA mutant CHT in HEK293 cells; B-score at 10 µM; Q9GZV3; 310,000 tested, 0.49% active;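 active means initial fluorescence not abnormally high and integrated response B-score, plate-corrected, over 3 SD above library mean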
Target sequence (Q9GZV3 whole entry, looked up): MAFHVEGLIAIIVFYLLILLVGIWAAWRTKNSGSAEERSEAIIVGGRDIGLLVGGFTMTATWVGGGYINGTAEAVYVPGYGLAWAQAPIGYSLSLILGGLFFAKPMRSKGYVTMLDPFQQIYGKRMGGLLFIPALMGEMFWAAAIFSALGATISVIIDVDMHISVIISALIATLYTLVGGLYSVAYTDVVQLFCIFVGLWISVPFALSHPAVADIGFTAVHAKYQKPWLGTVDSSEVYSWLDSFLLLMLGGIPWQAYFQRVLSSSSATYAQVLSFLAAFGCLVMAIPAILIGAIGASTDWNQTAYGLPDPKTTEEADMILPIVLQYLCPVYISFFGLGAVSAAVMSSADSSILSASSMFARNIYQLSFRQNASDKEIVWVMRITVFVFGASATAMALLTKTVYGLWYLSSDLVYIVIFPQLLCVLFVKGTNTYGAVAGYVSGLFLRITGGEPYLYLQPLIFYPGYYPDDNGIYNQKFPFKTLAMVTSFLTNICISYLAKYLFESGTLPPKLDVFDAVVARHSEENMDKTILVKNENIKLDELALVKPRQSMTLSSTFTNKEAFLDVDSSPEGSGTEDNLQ
The depositor's hits bear a star; i = inactive; nt = not tested or not shown.

SMILES	OX1R antag-1	OX1R antag-2	CHT allo act
CN=C(SCc1cc2c(cc1Cl)OCO2)c1c(O)n(C)c(=O)n(C)c1=O	17	32	i
Nc1cc(N2CCNCC2)ccc1[N+](=O)[O-]	6	49	i
COc1cccc(-n2nc(C(=O)N3CCC4(CC3)OCCO4)c3ccccc3c2=O)c1	-14	-1	i
Cc1ccc2c(c1)CC1(CN2C)C(=O)NC(=O)N(c2ccc(C)c(C)c2)C1=O (stereo unspecified)	-14	17	i
O=c1[nH]c(CN2CC=C(c3ccccc3)CC2)nc2cc(C(F)(F)F)ccc12	-2	13	i
NC(Cc1ccccc1)Cc1ccccc1	-13	11	i
Cc1c(C)c2ccc(OCC(=O)N3C[C@H]4C[C@@H](C3)c3cccc(=O)n3C4)c(C)c2oc1=O	-26	13	i
O=P(C(=Nc1ccc(Cl)cc1)N1CCOCC1)(N1CCOCC1)N1CCOCC1	-11	2	i
O=c1[nH]c(=O)n(Cc2ccc(F)cc2)c(O)c1C=NCc1cccnc1	-34	13	i
COc1ccc(OC)c(CC(=O)N(C)C2CCCN(Cc3ccccc3F)C2)c1 (stereo unspecified)	-31	4	i
Cc1cccc(N2C(=O)NC(=O)/C(=C\C=C\c3ccco3)C2=O)c1	-10	19	i
COC(=O)C1=C(c2ccc(-c3ccccc3)c(F)c2)C[C@@H]2CC[C@H]1N2C(=O)NCCCOC(C)C	-14	-3	nt
Cc1ccc(OCCOc2cccc(C=C3C(=O)NC(=O)NC3=O)c2)c(C)c1	-10	18	i
Cn1c(O)c(C(=O)c2ccccc2Cl)c(=O)n(C)c1=O	-8	10	i
CC(C)NC(C)C(=O)C12CC3CC(CC(C3)C1)C2 (stereo unspecified)	12	12	i
O=C(Nc1ccc(Cl)cc1)O/N=C(\c1ccccc1)c1ccccn1	11	10	i
CCN1C[C@@]2(COC)C3[C@@H](OC)[C@H]4[C@@H]1[C@@]3(C1C[C@H]3[C@H](OC(=O)c5ccccc5)C1[C@]4(OC(C)=O)C[C@H]3OC)[C@@H](OC)C[C@H]2O (stereo partly specified)	-13	9	i
O=C(c1ccc(Cl)cc1)C1CCCN(Cc2cccc3ncccc23)C1 (stereo unspecified)	3	16	i
Cc1cc([N+](=O)[O-])c(Cl)cc1NC(=O)C(C)C	-18	5	i
CC1CCCCN1C(=O)c1ccc(N2CC3CC(C2)c2cccc(=O)n2C3)c([N+](=O)[O-])c1 (stereo unspecified)	2	17	i
FC(F)(F)c1ccccc1CN1CCN(Cc2ccccc2)CC1	-5	6	i
Cc1cccc(N2C(=O)NC(=O)/C(=C\c3cccn3-c3ccc(Cl)cc3)C2=O)c1	-16	9	i
CC12CC(c3ccccc3O1)C(C(=O)OCc1ccccc1)C(=O)N2 (stereo unspecified)	-17	13	i
CC(C)CCn1c(=O)c(C(=O)NCc2ccc3c(c2)OCO3)c(O)c2ccccc21	-27	-4	i
CCOC(=O)c1cc(CC)sc1/N=C/C1C(=O)NC(=S)NC1=O	-4	12	i
O=C(Nc1cccc(Cl)c1)c1c(O)c2c(n(Cc3ccco3)c1=O)CCCC2	-12	9	i
CCOC(=O)c1c(C)[nH]c(C(=O)C(C)N2CCCC2)c1C (stereo unspecified)	-4	11	i
Cc1ccc(CN2CCN(CC(=O)N3CCC4(CC3)OCCO4)C2=O)cc1	4	29	i
CC(=O)Nc1ccc(C(c2c(O)c3ccccc3oc2=O)c2c(C)n(C)n(-c3ccccc3)c2=O)cc1 (stereo unspecified)	-8	6	i
Cc1ccc(S(=O)(=O)N(C)c2ccc(C(=O)NCC3(N(C)C)CCCCC3)cc2)cc1	-16	9	i
CCCCP(=O)(O)CCC(=O)O	-13	7	i
Cc1nc2ccccc2c(=O)n1-c1cccc(C(F)(F)F)c1	-7	9	i
CCC(=Nc1ccc(OC)cc1OC)c1c(O)[nH]c(=O)[nH]c1=O	5	47	i
Cc1cccc(C)c1NC(=O)c1cccn(Cc2ccc3c(c2)OC(F)(F)O3)c1=O	-27	4	i
Cc1cc(C)n(CCOC(=O)C2C(C=C(Cl)Cl)C2(C)C)n1 (stereo unspecified)	-18	18	i
Cc1ccc(N2C(=O)NC(=O)/C(=C/c3ccc(OC(=O)c4cccs4)cc3)C2=O)cc1	-5	14	i
COC(=O)C1=C(c2cccc(OCc3ccccc3)c2)C[C@@H]2CC[C@H]1N2C(=O)NCc1ccc(C(C)(C)C)cc1	8	1	nt
CCC(=NCCCN(CC)CC)c1c(O)n(C2CCCCC2)c(=O)[nH]c1=O	-14	14	i
CCCCCCN=C(C)c1c(O)n(CCCC)c(=O)[nH]c1=O	-32	25	i
CN1CCN(Cc2nc3ccccc3c(=O)[nH]2)CC1	5	13	i
O=C(COc1ccccc1)N1CCN(C2CCCC2)CC1	-4	28	i
O=C(c1ccccc1)c1cn(CC(=O)N2CCCC2)c2ccccc12	-30	-7	i
COC(=O)C1=C(N)Oc2c(c(=O)oc3ccccc23)C1c1cccnc1 (stereo unspecified)	-6	30	i
Cc1cc(N2CCCC2)ccc1C=C(C#N)C#N	-3	16	i
CCC(=Nc1cc(OC)ccc1OC)c1c(O)[nH]c(=O)[nH]c1=O	-25	15	i

Part of the list above in order of number of heavy atoms, largest number first.
SMILES	OX1R antag-1	OX1R antag-2	CHT allo act
Cc1c(C)c2ccc(OCC(=O)N3C[C@H]4C[C@@H](C3)c3cccc(=O)n3C4)c(C)c2oc1=O	-26	13	i
O=C(Nc1cccc(Cl)c1)c1c(O)c2c(n(Cc3ccco3)c1=O)CCCC2	-12	9	i
FC(F)(F)c1ccccc1CN1CCN(Cc2ccccc2)CC1	-5	6	i
Cc1nc2ccccc2c(=O)n1-c1cccc(C(F)(F)F)c1	-7	9	i
CN1CCN(Cc2nc3ccccc3c(=O)[nH]2)CC1	5	13	i

The list goes on:
SMILES	OX1R antag-1	OX1R antag-2	CHT allo act
CCCCOc1ccc(CCN)cc1Cl	-5	-2	i
C=CCn1c(O)c(C(C)=NCc2cccnc2)c(=O)[nH]c1=O	9	10	i
Cc1cc(OCC(=O)N2CCC(C(=O)O)(c3ccccc3)CC2)c2c(C)c(C)c(=O)oc2c1	-1	7	i
CC1CN(C(=O)CCC(=O)N2CCC3(CC2)OCCO3)c2cc(Cl)ccc2O1 (stereo unspecified)	-16	10	i
C[C@]12CCC3C(CC[C@H]4C[C@@H](O)CC[C@]34C)C1C[C@@H](O)[C@H]2O (stereo partly specified)	0	8	nt
CC(C)OC(=O)Nc1ccc(N=C(N)N[N+](=O)[O-])cc1	5	2	i
CC(N)Cc1c[nH]c2ccc(OCc3cccs3)cc12 (stereo unspecified)	-7	14	i
CCn1c(O)c(C=Nc2cc(Cl)ccc2Cl)c(=O)n(CC)c1=O	-5	13	i
CN1CCN(c2ccc(NC(=O)C(C)(C)C)cc2)CC1	-5	14	i
C[C@H]1CC[C@H]2NCCN[C@H]2C1	1	27	i
Cc1ccccc1N1C(=O)NC(=O)/C(=C\c2ccc3c(c2)CCCN3Cc2ccccc2)C1=O	-1	39	i
O=C1NC(=O)N(c2ccccc2)C(=O)/C1=C\c1ccc([N+](=O)[O-])o1	-1	24	i
CCOc1cc2c(cc1OCC)-n1cccc1C(c1ccc(OC)c(O)c1)NC2 (stereo unspecified)	-12	13	i
COc1ccc(OCC(=O)N2CCN(CC3CC4C=CC3C4)CC2)cc1 (stereo unspecified)	-9	20	i
O=c1[nH]c(=O)n(C2CCCCCC2)c(O)c1C=NC1CCN(Cc2ccccc2)CC1	-11	18	i
COc1ccc2nc(NC(=O)CCc3nc(C4=CCN(C)CC4)no3)sc2c1	-16	21	i
COP(=O)(OC)C(NC(=O)C(C)(C)C)=C(Cl)Cl	-27	8	i
CC1(C)Cc2c(sc3c2C(=O)NC(c2cccnc2)N3)CO1 (stereo unspecified)	-3	10	i
COP(=S)(OC)SCN1C(=O)c2ccccc2C1=O	-5	10	i
O=C(/C=C/c1ccc2c(c1)OCO2)c1c(O)n(CCc2ccccc2)c(=O)[nH]c1=O	-4	13	i
O=C1NC(=O)C(=Cc2coc3ccc(O)cc3c2=O)C(=O)N1	-6	25	i
COc1cc2c(cc1OC)-c1c3c(cc4c1[C@@H](C2)N(C)CC4)OCO3	-30	29	i
COc1ccccc1N1CCN(Cc2cccc(OC)c2O)CC1	-20	15	i
Cc1cccc(-n2c(/C=C/c3ccc([N+](=O)[O-])o3)nc3ccccc3c2=O)c1	-11	4	i
CC(C)NC(=O)Cn1cc(C(=O)c2ccccc2F)c2ccccc21	-24	32	i
Clc1ccc2c(c1)C(c1ccccc1Cl)=NCc1nncn1-2	-18	10	i
CC(=O)Nc1cc(C(=O)N2CCC3(CC2)OCCO3)ccc1Sc1ccc(F)cc1	-16	2	i
CCOC(=O)C1CCN(C(C)C(=O)c2c(C)[nH]c3cc(C)ccc23)CC1 (stereo unspecified)	-19	12	i
CCCc1c(C)nc(-c2ccc(C)cc2)nc1OC(=O)N(C)C	-22	8	i
Cc1cccc(C)c1OP(N)(=O)Oc1c(C)cccc1C	1	40	i
CC1(C)C2([N+](=O)[O-])CNCC1([N+](=O)[O-])CNC2	-2	9	i
COc1ccccc1-n1c(-c2cccs2)nc2ccccc2c1=O	-8	8	i
CCCCn1c(=O)c(C(=O)NCc2ccccc2Cl)c(O)c2ccccc21	-6	4	i
CC1(C)C(C(=O)NCc2ccco2)C1(C)C	-12	7	i
Cc1ccc(CN2CCSc3ccc(C(=O)N4CCC5(CC4)OCCO5)cc32)cc1	-16	10	i
COc1ccccc1-n1c(/C=C/c2ccccn2)nc2ccccc2c1=O	-23	-5	i
COc1ccccc1Cn1c(SCC(=O)C(C)(C)C)nc2cc(C(=O)N3CCC4(CC3)OCCO4)ccc2c1=O	-14	-3	i
COc1ccc(OCC#CCN2CCCCCC2)cc1	-9	12	i
O=C(CCC(=O)N1CCC2(CC1)OCCO2)Nc1nnc(C(F)(F)F)s1	-2	-5	i
C=CCn1c(O)c(C(C)=NCCCN2CCOCC2)c(=O)[nH]c1=O	-21	13	i
COC(=O)C1=C(c2ccc(C(C)=O)cc2)C[C@@H]2CC[C@H]1N2C(=O)NCc1ccc2c(c1)OCO2	-33	8	nt
Cc1nonc1-c1nc(-c2nonc2N)n[nH]1	-23	12	i
O=c1c(C=Nc2cccnc2Cl)c(O)n(CCCCl)c(=O)n1C1CCCCC1	-28	3	i
Cc1ccc(OCC(=O)N2CCN(Cc3ccc4c(c3)OCO4)CC2)cc1C	-28	22	i
COc1ccc(CCNCc2ccsc2)cc1OC	-36	1	i
NC(=O)C1(N2CCCCC2)CCN(Cc2ccccc2)CC1	6	6	i
C[C@]12CCC(=O)C=C1CC[C@@H]1[C@@H]2CC[C@]2(C)C(=O)CC[C@@H]12	-5	13	i
Cc1cc(OCc2nn[nH]n2)c2c3c(c(=O)oc2c1)CCCC3	-3	16	i
CCCCCCN=C(C)c1c(O)n(Cc2ccccc2)c(=O)[nH]c1=O	-45	14	i
COc1ccc(NC2=NC(C)(C)CS2)cc1	-19	29	i
CCOc1ccc(NC(=O)CCNC(=O)N2C[C@H]3C[C@@H](C2)c2cccc(=O)n2C3)cc1	-9	10	i
COc1cccc(CNC(=O)CCC(=O)N2C[C@H]3C[C@H](C2)c2cccc(=O)n2C3)c1OC	-6	12	i
CC(=O)N1N=C2C3CCN(CC3)C2C1c1cccc2ccccc12 (stereo unspecified)	-17	7	i
O=C1CN=C(c2ccccc2)c2oc3ccc(Br)cc3c2N1	-30	13	i
Cc1cccc(NC(N)=S)c1	14	12	i
O=[N+]([O-])c1ccc(N2CCCC2)c2ccncc12	-16	87*	i
COC(=O)C1=C(c2ccc(S(C)(=O)=O)cc2)C[C@@H]2CC[C@H]1N2C(=O)NC1CC1	-1	13	i
COC(=O)C1=C(c2ccccc2OCc2ccccc2)C[C@@H]2CC[C@H]1N2C(=O)NCc1ccc(N(C)C)cc1	27	11	nt
CC1Oc2cc3c(-c4c(O)cc(O)c5c(O)c6c(cc45)OC(C)C(C)C6=O)c(O)cc(O)c3c(O)c2C(=O)C1C (stereo unspecified)	4	16	i
CC(C)(O)/C=C/C(=O)[C@](C)(O)C1[C@H](O)C[C@@]2(C)C3CC=C4C(C[C@H](O)[C@@H](O)C4(C)C)[C@]3(C)C(=O)C[C@]12C (stereo partly specified)	-6	2	nt

Compounds shown so far with a thiophene ring, fused or not, in the order listed:
SMILES	OX1R antag-1	OX1R antag-2	CHT allo act
CCOC(=O)c1cc(CC)sc1/N=C/C1C(=O)NC(=S)NC1=O	-4	12	i
Cc1ccc(N2C(=O)NC(=O)/C(=C/c3ccc(OC(=O)c4cccs4)cc3)C2=O)cc1	-5	14	i
CC(N)Cc1c[nH]c2ccc(OCc3cccs3)cc12 (stereo unspecified)	-7	14	i
CC1(C)Cc2c(sc3c2C(=O)NC(c2cccnc2)N3)CO1 (stereo unspecified)	-3	10	i
COc1ccccc1-n1c(-c2cccs2)nc2ccccc2c1=O	-8	8	i
COc1ccc(CCNCc2ccsc2)cc1OC	-36	1	i

(listing goes on)
SMILES	OX1R antag-1	OX1R antag-2	CHT allo act
CCN1CCN(S(=O)(=O)c2ccc(Cl)c(C(=O)Nc3ccc(C(=O)N(CC)CC)cc3)c2)CC1	4	7	i
CC1CC2(O)c3no[n+]([O-])c3CCC2N1O (stereo unspecified)	21	13	i
CCN(CC)c1ccc(C=C2C(=O)NC(=S)NC2=O)cc1	-7	11	i
Cc1cc(C=C(C#N)C#N)ccc1N1CCCC1	1	21	i
O=C1NC(=O)C(=Cc2cccc(OCCOc3ccccc3)c2)C(=O)N1	-2	2	i

Only part of the results is shown, so the mix of outcomes need not match the whole.
